Source: PubChem BioAssay (several laboratories)
DSG3 Ab inh – inhibitors of pemphigus antibody binding to human desmoglein-3; P32926; binding (percent of control), % at 10 µM; hit rate 0.48% among 310,000; AID 588358; DSG3-coupled beads, scFv-anti-DSG3-GFP binding, flow cytometry; hits give low values;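 active means binding more than 3 SD below its plate's average and above zero; inconclusive means below that plate limit but binding exactly zero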;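 further: hits lower antibody fragment binding to DSG3; some compounds called inactive have numbers as strong as hits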
PKA-R1A activ – activates the PKA-R1A holoenzyme complex | hit rate 0.083% among 340,000 | P00514+P68181 | PKA-R1A dissociation, Cy5-IP20 fluorescence polarization; scaled: DMSO 0%, 113 µM cGMP 100% | activation, % at 11.4 µM;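 active means percent activation above the mean of all tested compounds plus 3 SD, cut at about 19% in these data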;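 further: higher means more PKAc released from R1A so a rise in polarization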
SUMO Mot1 rescue – SUMOylation pathway inhibition by Mot1-301 growth rescue | AID 2716 | S. cerevisiae Mot1-301 growth rescue, ATP luminescence, 38.5C; percent above DMSO median, 100 means doubled | hit rate 1% among 320,000 | growth rescue, % at 18.8 µM;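 active means every valid replicate shows activation above 250% relative to neutral control wells; inactive means the rest, any valid replicate at or below 250%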;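 further: OY570 slx delta 5 strain wells were the positive control but not used for scaling; some compounds called inactive have numbers as strong as hits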
Tat transport – blocks Tat-dependent protein export in E. coli. E. coli MC4100 TorA-mCherry Tat export, fluorescence. inhibition, % at 10 µM. hit rate 0.036% among 340,000. AID 488895;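 active means mean replicate inhibition at least 50% and at least half of replicates individually reaching 50%; inconclusive means only one of the two criteria met; inactive means neither criterion met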;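 further: exported cargo escapes ClpAP degradation while cytoplasmic cargo is degraded and loses fluorescence; 0% = median of neutral control wells and 100% = median of NaSCN control wells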
MOR-DOR inv ag – mu-delta opioid heterodimer inverse agonism; P35372+P41143; cell-based MOR-DOR heterodimer luminescence; inhibition, % at 9.3 µM; hit rate 0.21% among 340,000; in the data active means inhibition above about 22%, passing the limit was not always enough;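 further: 0% = cells with DMSO and 100% = wells without cells with DMSO; values of inactives mirror those of a sister screen read the other way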
Target sequence (P35372 whole entry, looked up): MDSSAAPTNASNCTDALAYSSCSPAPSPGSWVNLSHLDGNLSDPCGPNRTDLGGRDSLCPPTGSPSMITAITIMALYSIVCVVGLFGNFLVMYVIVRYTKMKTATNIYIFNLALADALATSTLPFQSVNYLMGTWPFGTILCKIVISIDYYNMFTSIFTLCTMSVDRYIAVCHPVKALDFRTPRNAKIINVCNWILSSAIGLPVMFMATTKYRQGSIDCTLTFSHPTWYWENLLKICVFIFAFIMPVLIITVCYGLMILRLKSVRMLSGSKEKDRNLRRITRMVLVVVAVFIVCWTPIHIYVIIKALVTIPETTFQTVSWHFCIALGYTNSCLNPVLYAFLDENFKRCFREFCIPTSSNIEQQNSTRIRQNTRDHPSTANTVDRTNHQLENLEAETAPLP
Target sequence (P41143 whole entry, looked up): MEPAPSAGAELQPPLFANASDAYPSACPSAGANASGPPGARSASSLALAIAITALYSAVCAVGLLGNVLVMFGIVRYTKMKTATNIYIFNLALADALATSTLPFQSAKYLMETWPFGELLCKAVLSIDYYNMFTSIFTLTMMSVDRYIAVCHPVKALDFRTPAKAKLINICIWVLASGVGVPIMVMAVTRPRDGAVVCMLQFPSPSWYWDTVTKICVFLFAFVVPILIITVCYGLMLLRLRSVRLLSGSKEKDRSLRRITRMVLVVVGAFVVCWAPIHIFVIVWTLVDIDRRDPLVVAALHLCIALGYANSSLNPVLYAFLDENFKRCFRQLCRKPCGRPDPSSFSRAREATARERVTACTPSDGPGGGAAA
phage Ecoli inh – E. coli growth loss with phage present; growth absorbance; inhibition, % at 11.9 µM; hit rate 0.26% among 360,000; in the data active means inhibition above about 11%
Arr AP2 block – inhibitors of human beta-arrestin and AP2 interaction; FITC-arrestin peptide / GST-AP2 beads, flow cytometry; AP2 beta2 appendage carries R879A mutation; inhibition, % at 10 µM; hit rate 0.31% among 340,000; AID 504490;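 active means inhibition above a set limit, near 3 SD of compounds lacking own fluorescence, cut at about 54% in these data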;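 further: plate controls were DMSO wells for no effect and 5 µM unlabelled arrestin peptide for full effect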
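Assay system: GST-AP2 R879A bound to glutathione beads, E. coli-expressed; Medium: PBS with 0.05% Tween 20 and 0.1% BSA; Also added: fluorescein-tagged arrestin peptide at 50 nM final; Timing: 12 min plus 1 h, RT; Measured by: flow cytometry, FL1 (488/535 nm); Evaluation: percent drop in bead-associated FITC signal.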
AddAB inh – less growth of phage-infected E. coli with AddAB; E. coli expressing H. pylori AddAB, absorbance growth; inhibition, % at 11.9 µM; hit rate 0.29% among 330,000; AID 435030; in the data active means inhibition above about 12%;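 further: 0% = vehicle wells of infected cells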
OPRM1-OPRD1 ag – agonists of human mu-delta opioid receptor heterodimerization | hit rate 0.3% among 340,000 | P35372+P41143 | cells, OPRM1-OPRD1 heterodimerization, luminescence | activation, % at 9.3 µM; in the data active means activation above about 18%;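 further: 0% = vehicle-treated cells and 100% = reference agonist; values of inactives mirror those of a sister screen read the other way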
Ecoli viability – reduces bacterial viability in AddAB counter-screen. E. coli V3065 growth, OD600 absorbance, 18 h. inhibition, % at 11.9 µM. hit rate 0.27% among 330,000;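 active means inhibition above the campaign's mean inhibition across all tested compounds plus 3 SD, cut at about 9.9% in these data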;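 further: uninfected addAB+ strain grown without phage in ampicillin broth; 0% = DMSO wells and 100% = ciprofloxacin 0.95 µg/ml wells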
PfHsp90 set2 – growth inhibition of yeast expressing Plasmodium Hsp90; S. cerevisiae expressing PfHsp90, BacTiter-Glo ATP, 48 h; yeast lacking PDR1 and PDR3 efflux regulators; inhibition, % at 9.4 µM; hit rate 0.32% among 310,000; AID 504621;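 active means every replicate shows inhibition above about 80%, whatever the replicate mean, limit read from the data; inconclusive means mean inhibition reaches the set limit but some replicate falls short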;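 further: 0% = DMSO neutral controls and 100% = 20 µM radicicol positive controls; yeast relying on Plasmodium falciparum Hsp90 in place of its own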
* = called active by the depositor; ? = inconclusive; / = not tested or not shown. Not a hit list; any-hit rate near 2.8%.

SMILES | DSG3 Ab inh | PKA-R1A activ | SUMO Mot1 rescue | Tat transport | MOR-DOR inv ag | phage Ecoli inh | Arr AP2 block | AddAB inh | OPRM1-OPRD1 ag | Ecoli viability | PfHsp90 set2
O=C(COC(=O)c1cccnc1Cl)c1ccccc1 | 108 | -2 | -19 | -13 | 10 | 4.1 | -4 | 2.0 | -1.8 | -0.4 | -7
CN1CCN(C(=S)NC(=O)c2ccc(C(C)(C)C)cc2)CC1 | 98 | 3 | -23 | 0 | 20 | 0.4 | 20 | -1.3 | -3.8 | -3.0 | -1
O=[N+]([O-])c1cnc2ccccn12 | 114 | -8 | -3 | 4 | 17 | 1.7 | 9 | 0.3 | -3.4 | 2.2 | 0
CC(C)c1ccc(NC(=O)c2ccc3snnc3c2)cc1 | 115 | -7 | -13 | 2 | 5 | 3.5 | 9 | 1.7 | -1.5 | 1.4 | 13
COc1ccc(CSCC(=O)N/N=C/c2ccccc2O)cc1 | 53* | -17 | 3 | 7 | 15 | 1.1 | 16 | 0.1 | -3.0 | -3.2 | 18
CCOC(=O)c1ccc(NC(=S)N2CCN(C)CC2)cc1 | 102 | -2 | 15 | 5 | 13 | 1.7 | -10 | 0.7 | -2.7 | -2.1 | -1
COc1ccc(CCNCC(=O)Nc2ccc(C)c(S(=O)(=O)N(C)C)c2)cc1OC | 96 | 0 | -7 | -7 | 9 | 1.9 | -21 | 2.8 | -1.7 | -0.8 | 25
COc1ccc(-c2ccc(-c3cc(=O)oc4cc(OC)c(OC)c(OC)c34)cc2)cc1F | 99 | -7 | / | -16 | 19 | 0.1 | 2 | 0.7 | -3.8 | -1.2 | -6
O=C(COC(=O)c1cccnc1Cl)c1ccc2c(c1)OCCO2 | 113 | -3 | -4 | -2 | 8 | 1.2 | / | 0.0 | -1.7 | -0.4 | /
O=C(COC(=O)c1cccc(F)c1)Nc1cccnc1Cl | 96 | -8 | 6 | -9 | 16 | 3.3 | 12 | 0.6 | -3.3 | 0.3 | -7
CCOc1ccccc1NC(=O)c1ccc2[nH]c(C)c(C)c2c1 | 89 | 9 | -18 | 9 | -40 | 1.2 | 0 | 0.7 | 6.2 | -0.3 | -69
Cc1ccc(N2CC(C(=O)Nc3nc4ccc(S(C)(=O)=O)cc4s3)CC2=O)cc1 (centres undefined) | 99 | -11 | 2 | 3 | 9 | -1.8 | -11 | 2.1 | -1.6 | 0.6 | -7
Cc1cccc2c1-c1sc(C(=O)NCCCN3CCCC(C)C3)cc1CO2 (centres undefined) | 106 | -5 | 17 | -8 | -20 | 2.4 | 12 | -0.1 | 3.8 | -2.6 | 6
CCCc1ccc(Oc2cc(Cl)nc(N)n2)cc1 | 77 | -4 | -3 | -5 | -24 | 2.5 | -7 | 4.0 | 4.9 | 2.2 | -8
CCOC(=O)C1(C)/C(=N/Nc2ccccc2OC)C(=O)C(=O)N1c1ccccc1 (centres undefined) | 100 | 0 | -9 | 6 | -1 | 1.2 | 4 | -1.4 | 0.2 | -3.3 | 8
Cc1cccc(-c2noc(CCC(=O)NCc3ccco3)n2)c1 | 110 | -10 | 17 | 0 | 14 | -0.1 | -5 | 0.2 | -2.5 | 0.1 | -20
Cc1cc(C)n(CCC(=O)N2CCN(S(=O)(=O)c3ccccc3)CC2)n1 | / | -10 | 238 | -14 | 6 | 2.0 | -7 | 3.7 | -0.9 | -0.1 | -14
Cc1ccc2nc(NCc3ccccc3)c(C=NCc3cccnc3)c(=O)n2c1 | 99 | 10 | 387 | -1 | -1 | 1.8 | 16 | 3.5 | 0.2 | 3.9 | -37
CC(c1ccccc1)n1cc(C(=O)NCc2ccccn2)nn1 (centres undefined) | 109 | 6 | 1 | 2 | -3 | 2.4 | 2 | 0.2 | 0.5 | -2.9 | -5
COc1ccc(C=CC(=O)c2ccc(OC)c(OC)c2O)cc1OC | 96 | -3 | / | -1 | 0 | 0.2 | 3 | / | 0.0 | / | 23
CC(CN1CCCCC1)OC(=O)c1ccc2c(c1)OCO2 (centres undefined) | 96 | -1 | -4 | 0 | 4 | -0.5 | 25 | 1.6 | -0.8 | -0.6 | -2
C#CCOCCOCCOCCNc1nc(N2CCOCC2)nc(N2CCN(C(=O)[C@H]([C@@H](C)O)n3cc(CCCCN)nn3)CC2)n1 | 105 | 1 | 122 | -14 | 2 | 0.9 | -2 | 2.6 | -0.4 | -0.8 | 8
CCCc1cnc(N2CCN(S(C)(=O)=O)CC2)nc1 | 105 | 2 | -13 | -1 | 0 | 3.8 | -6 | 0.6 | -0.1 | -0.7 | -7
O=C(Nc1cccc(Cl)c1N1CCOCC1)c1cccnc1 | / | 0 | -17 | -11 | -1 | -0.3 | 2 | 3.9 | 0.1 | -0.8 | 12
OC1CCCN(Cc2cccc3ccccc23)C1 (centres undefined) | / | 4 | -2 | 2 | 5 | 2.3 | -9 | 1.0 | -1.0 | 3.1 | 14
O=C1Nc2ccc(S(=O)(=O)NCCCO)c3cccc1c23 | 115 | -10 | -7 | ? | -5 | 0.2 | 6 | / | 0.9 | / | 4
CC(=O)Nc1c2c3c(cccc3n(C)c1=O)C(=O)c1ccccc1-2 | 98 | 3 | -10 | -9 | 10 | 1.2 | 3 | -0.5 | -1.7 | 1.2 | 0
COCCCNc1nc2c(c(=O)n(C)c(=O)n2C)n1Cc1cccc(OC)c1 | / | 5 | 0 | 4 | 2 | 2.6 | 0 | 1.1 | -0.5 | 0.9 | -1
COC(=O)c1c(NC(=O)/C=C/C(=O)O)sc(C)c1-c1ccc(C)cc1 | 88 | -4 | -5 | -13 | -2 | 1.7 | 15 | -1.9 | 0.4 | 3.5 | 17
Cc1coc2c(C)c3oc(=O)c(CCC(=O)N4C[C@H]5C[C@@H](C4)c4cccc(=O)n4C5)c(C)c3cc12 | / | 10 | 20 | 2 | 5 | 0.8 | -1 | 2.4 | -1.0 | -0.7 | -1
O=C(NCc1ccc2c(c1)OCO2)c1cc([N+](=O)[O-])ccc1N1CCOCC1 | / | 1 | -8 | -3 | 16 | / | 2 | -0.3 | -3.9 | -1.1 | -8
CC(=O)c1sc(NC(=O)c2ccccc2F)nc1C | 103 | -3 | 7 | 5 | 2 | 1.9 | 7 | 0.6 | -0.3 | 0.9 | 24
CCSC(=O)N1c2ccc(OC)cc2C=CC1C#N (centres undefined) | 90 | -2 | / | -2 | 5 | 1.3 | 1 | / | -1.2 | / | 17
CNC(=S)N/N=C(\C)c1ccc2c(c1)OCCO2 | 97 | -12 | 15 | 0 | 7 | 1.5 | -20 | 1.9 | -1.3 | 1.5 | -14
C#CCOCCOCCOCCNc1nc(N2CCN(C(=O)[C@H](CCC(=O)O)n3cc([C@@H](N)CO)nn3)CC2)nc(N2CCN(C(=O)[C@H](CCC(=O)O)n3cc([C@@H](N)CCSC)nn3)CC2)n1 | 100 | 12 | -17 | -4 | 16 | 1.8 | -4 | 2.7 | -3.5 | -0.2 | -2
COc1cccc(/C=C/C(=O)OCC(=O)NC2CC2)c1OC | 92 | 0 | -8 | -6 | 3 | 1.5 | 11 | -2.2 | -0.6 | -1.3 | /
CCCCn1c(N)c(N(CCOC)C(=O)CCNC(=O)c2ccccc2Cl)c(=O)[nH]c1=O | 101 | 5 | 1 | -7 | 14 | -0.7 | -9 | 4.2 | -2.7 | 1.9 | 16
Cn1ccnc1CN1CCN(C(=O)c2cc(COc3ccc(F)c(F)c3)on2)CC1 | 101 | -5 | -4 | 2 | 22 | 3.4 | 50 | 2.6 | -4.0 | -3.2 | 13
Cc1ccc(S(=O)(=O)N2CCN(C(=O)COC(=O)COc3ccccc3)CC2)cc1 | 105 | 12 | 1 | -13 | 1 | 1.9 | -1 | 1.8 | -0.2 | 2.6 | 22
COc1ccc(C2CC3(O)NC(=O)C(C#N)(C3C)C2(C#N)C#N)cc1 (centres undefined) | 102 | / | -9 | / | / | 1.6 | 12 | -1.0 | / | -0.7 | /
Cc1cc(C)n(-c2cc(Cl)ccc2[N+](=O)[O-])n1 | 105 | -11 | -19 | -6 | -23 | 4.0 | -2 | 2.3 | 3.4 | -0.6 | -5
CS(=O)(=O)N1CCN(C(=O)c2ccncc2)CC1 | 109 | -15 | -6 | 1 | 12 | 2.1 | 6 | 0.8 | -2.1 | 1.8 | -10
COc1cccc(F)c1C(C[N+](=O)[O-])c1c(N)n(C)c(=O)n(C)c1=O (centres undefined) | 102 | -3 | 4 | -12 | 13 | 0.5 | 43 | 3.8 | -2.6 | -1.7 | 103*
O=C(NC(=S)Nc1nc(-c2cccc3ccccc23)cs1)c1cc2ccccc2o1 | 98 | -6 | 23 | -12 | 18 | 2.7 | 23 | 0.3 | -3.0 | -0.3 | -19
CC(C)(C)c1ccc(C(=O)N2CCC(C(=O)NCc3ccncc3)CC2)cc1 | 101 | 5 | -36 | 5 | 14 | / | -3 | 0.8 | -2.3 | 0.6 | 3
O=C(COc1ccc(Cl)cc1)Nc1cccc(S(=O)(=O)NC2=NCCCCC2)c1 | 99 | -6 | -3 | -16 | -12 | 0.8 | -9 | 0.7 | 1.9 | 1.5 | -12
CSCc1c(C(=O)NC2CCCc3ccccc32)oc2ccccc12 (centres undefined) | / | 1 | 2 | -9 | -3 | 1.1 | 0 | 0.5 | 0.5 | -0.7 | -1
Cc1nc2sccn2c(=O)c1S(=O)(=O)NCCc1ccc(Cl)cc1 | -7.6* | -11 | 9 | -5 | 0 | 0.7 | -5 | 0.6 | -0.1 | 0.6 | 14
Cc1ccc(NC(=O)c2cc([N+](=O)[O-])ccc2N2CCOCC2)cc1C | 107 | -6 | 10 | 5 | 1 | 1.3 | -6 | 0.6 | -0.3 | 2.1 | -3
